Screens as filed in PubChem BioAssay.
WT yeast gro inh – growth inhibition of WT yeast, mitochondrial fusion screen; mitochondrial fusion phenotypic screen, WT strain; inhibition, % at 10 µM; 190,000 compounds, 2.1% hits; in the data active means inhibition above about 58%; tested in S. cerevisiae
PhoP inhibition – PhoP-dependent GFP reporter repression – Salmonella Typhimurium, primary screen (AID 1863); S. Typhimurium PhoP-regulated promoter GFP reporter, 4 h; higher % means a stronger effect; inhibition, % at 50 µM; hits with a dose series show IC50 in µM; 300,000 compounds, 0.16% hits;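 active means inhibition over 29.93%, a cutoff 3 SD above the screen mean, later confirmed by dose response; inconclusive means inhibition over 29.93% but no dose response follow-up; inactive means inhibition at most 29.93% or unconfirmed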;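 further: 0% = low Mg2+ inducing control and 100% = high Mg2+ repressing control; strong numbers were not always called active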
RSV antiviral HEp-2 – inhibition of RSV-induced cytopathic effect – HEp-2 cells, primary 10 µM value included (AID 2391); HEp-2 cells, RSV-induced CPE inhibition; higher % means a stronger effect; one-dose CPE inhibition, % at 10 µM; IC50 in µM for titrated hits; 310,000 compounds, 0.13% hits; in the data active means a potency from the dose series; inconclusive means CPE inhibition mostly from about 23% at the one dose, without a potency; inactive means the rest, 99 in 100 with CPE inhibition below about 21%; further: strong numbers were not always called active
XIAP displacement – small molecules displacing peptide from XIAP – biochemical, IAP family, fluorescence polarization (AID 1018). XIAP BIR domain, fluorescence polarization peptide displacement; higher % means a stronger effect. displacement, % at 20 µM; hits with a dose series show IC50 in µM. 200,000 compounds, 0.007% hits; in the data active means displacement above about 50%; further: a part of the inactive calls stands beside numbers as strong as those of hits
SIAH1 antagonists – blockers of Siah-1 interaction with plectin peptide – biochemical, fluorescence polarization, rhodamine-plectin, uHTS, primary screen (AID 1817); Siah-1 / rhodamine-plectin peptide fluorescence polarization; higher % means a stronger effect; one-dose displacement, % at 20 µM; IC50 in µM for titrated hits; 290,000 compounds, 0.02% hits;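 active means displacement of at least 50% at 20 µM, with a fluorescence ratio check between 0.3 and a set limit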;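 further: plate controls were Siah plus tracer with DMSO for no effect and tracer alone without Siah for full effect; strong numbers were not always called active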
Myeloid diff 2 – myeloid differentiation induction; ER-HoxA9 myeloid progenitors, lysozyme-GFP differentiation, flow cytometry; calls only at 10 µM; 360,000 compounds, 1% hits; AID 624256;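 active means normalized GFP-positive differentiation at or above the plate's own cutoff, the solvent-only control mean plus 3 SD; inconclusive means no clear call, values can overlap the other calls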;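 further: cells exposed to compound for four days before flow analysis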
TNAP activators – stimulation of alkaline phosphatase TNAP activity – biochemical, luminescent, no phosphate acceptor, uHTS, primary screen (AID 1001) | purified TNAP, luminescent activation assay, no phosphate acceptor; higher activation fold means a stronger effect | activation fold at 20 µM; hits with a dose series show EC50 in µM | 200,000 compounds, 0.03% hits; in the data active means activation fold from about 3, or a potency from the dose series; inactive means the rest, 99 in 100 with activation fold below about 1.6; further: many of its hits are not listed in these tables
PMI inhibition – MPI inhibition at elevated mannose 6-phosphate – biochemical, fluorescence intensity, high mannose 6-phosphate, primary screen (AID 1220); recombinant PMI enzyme, coupled fluorescence intensity; higher % means a stronger effect; one-dose inhibition, % at 20 µM; IC50 in µM for titrated hits; 190,000 compounds, 0.66% hits
PMI inhibitors – inhibitors of human PMI, primary screen, biochemical, fluorescence intensity, coupled assay (AID 1209). purified PMI enzyme, coupled fluorescence intensity; higher % means a stronger effect. 190,000 compounds, 0.42% hits. inhibition, % at 20 µM, or IC50 in µM where a hit was titrated;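 further: plate controls were DMSO vehicle for no effect and wells lacking substrate for full effect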
WT yeast gro inh mutant strain – second read-out of WT yeast gro inh, no call of its own (marks repeat the call); inhibition, %; mitochondrial fusion phenotypic screen, mutant strain inhibition
Myeloid diff 2 GFP+ MAC1+ % – recorded beside Myeloid diff 2, whose call it bears; GFP+ MAC1+ double positive, %; measured here: differentiation confirmed by MAC1 staining
An asterisk follows results filed as active; i = inactive; ? = inconclusive; . = no result given; + = active, no number. Unless noted, no stated cut-off is given here; in the data, active means inhibition above about 50%; inactive means the rest.

SMILES	WT yeast gro inh	WT yeast gro inh mutant strain	PhoP inhibition	RSV antiviral HEp-2	XIAP displacement	SIAH1 antagonists	Myeloid diff 2	Myeloid diff 2 GFP+ MAC1+ %	TNAP activators	PMI inhibition	PMI inhibitors
COc1ccc(CNC2CCCCC2)cc1	2	-10	12%	0.4%	-9.5%	3%	i	8.7	1	-4%	4%
COC(=O)Cn1nc(C)c2ccccc2c1=O	4	-5	0%	1.3%	-3.0%	-1%	i	0.0	1.1	3%	0%
CCSc1cc(C)nc2c(-c3ccccc3)cnn12	.	.	-1%	0.1%	.	5%	i	0.1	.	.	.
Cc1ccccc1OCC(=O)NS(=O)(=O)c1ccc(Cl)cc1	.	.	-4%	0.3%	.	-4%	i	0.8	.	.	.
COc1ccc(N2CCN(C(=O)CSc3nnc(C)c(=O)[nH]3)CC2)cc1	12	-8	-1%	-1.3%	-6.9%	-8%	i	3.9	1	3%	4%
CCCCCn1cnc2c(sc3nc4c(cc32)CSC(C)(C)C4)c1=O	-2	-4	-12%	3.1%	-1.0%	-4%	i	1.3	1.1	3%	15%
CCCS(=O)(=O)N1CCC(C(=O)NCCCOC(C)C)CC1	1	5	0%	.	-1.2%	-6%	i	1.3	1.1	-1%	4%
O=C(Nc1ccccn1)c1ccco1	70*	-6.6*	-4%	0.8%	-2.2%	1%	i	1.2	1.1	-2%	-4%
Cc1ccc(Nc2nc(N)c([N+](=O)[O-])c(N3CCOCC3)n2)cc1	-9	-5	8%	7.6%	-9.0%	-9%	i	0.6	1	6%	12%
O=C(N/N=C/c1ccc([N+](=O)[O-])cc1)c1ccccc1OCc1ccccc1	.	.	5%	0.4%	.	-2%	i	0.7	.	.	.
O=C(NCC1OCCc2ccccc21)c1ccc(NC(=O)c2ccccc2Cl)cc1 (stereo unspecified)	-4	-33	3%	15%	0.1%	-5%	i	0.4	1	-11%	2%
COc1ccc(N2CCN(C(=O)CCc3nnc4ccc(N5CCC(C)CC5)nn34)CC2)cc1	.	.	-10%	2.9%	.	1%	?	.	.	.	.
O=C(CNC(=O)c1ccc(-c2ccccc2)cc1)OCc1ccc(Br)cc1	-7	-2	0%	.	-53%	-1%	i	0.1	1.1	5%	8%
Cc1ccc(C(=O)NC(=S)N2CCN(c3ccccc3F)CC2)cc1	36	-6	-6%	2.4%	-8.2%	7%	?	.	1	10%	12%
O=C(NC1CCCCC1)c1cc([N+](=O)[O-])ccc1N1CCCCC1	-3	-2	4%	-1.6%	-3.9%	0%	i	0.9	0.9	17%	20%
c1cncc(-c2nc3cc4ccccc4cc3[nH]2)c1	5	18	-19%	5.1%	-4.4%	2%	i	7.0	1	9%	16%
Cc1cc(NC(=O)CSc2nc3c([nH]c4ccccc43)c(=O)n2-c2cccc(C(F)(F)F)c2)no1	9	-6	9%	.	-2.9%	3%	i	0.4	1.1	0%	6%
COC(CNc1ncnc2c1cnn2C)OC	-12	-4	-15%	1.1%	-3.3%	-8%	i	0.5	1.1	-10%	31%
Cc1cc(C)c(C)c(S(=O)(=O)NCCCN2CCCC2=O)c1C	.	.	-5%	1.1%	.	0%	i	1.2	.	.	.
COC(=O)c1scc(C)c1N/N=C(\C)c1cc(F)c(Cl)cc1F	-6	-11	3%	0.6%	-4.1%	-3%	i	2.3	1	-16%	-10%
COc1ccc(OC)c(NC(=O)CSc2nnc(-c3ccco3)n2-c2ccccc2)c1	7	5	-14%	0.7%	-4.9%	0%	i	6.5	1.1	8%	13%
CCOC(=O)c1c(NC(=S)NC(=O)c2cnn(CC)c2)sc2c1CCC(C)C2 (stereo unspecified)	4	18	-6%	2.7%	-1.2%	2%	i	0.0	1	3%	2%
CCOc1cc(-n2cnnn2)c(OCC)cc1NC(=O)c1cnccn1	.	.	.	-0.7%	-9.1%	4%	i	3.9	1.1	8%	5%
COc1ccccc1NC(=S)NCCc1ccccc1	1	1	-8%	4.9%	-6.9%	6%	i	0.4	1.1	3%	6%
Cc1noc(C)c1C(=O)NC1CCCc2ccccc21 (stereo unspecified)	1	9	5%	1.0%	-6.1%	4%	i	0.7	1.1	9%	5%
SMILES	WT yeast gro inh	WT yeast gro inh mutant strain	PhoP inhibition	RSV antiviral HEp-2	XIAP displacement	SIAH1 antagonists	Myeloid diff 2	Myeloid diff 2 GFP+ MAC1+ %	TNAP activators	PMI inhibition	PMI inhibitors
CCOc1ccc2ncc(S(=O)(=O)c3ccccc3)c(N3CCC4(CC3)OCCO4)c2c1	44	-2	10%	2.9%	-12%	-6%	.	.	1	-56%	-36%
O=C(CCCn1ncn2c(cc3occc32)c1=O)NCc1ccccc1F	.	.	-5%	3.1%	.	1%	i	2.2	.	.	.
CN1CCN(c2ccc(NC(=O)c3ccc(-c4ccc(Br)cc4)o3)cc2)CC1	81	82	5%	-4.3%	-3.7%	-11%	.	.	1	-13%	-1%
O=C1Nc2ccccc2C(O)(C(=O)NCc2ccco2)N1c1ccccc1 (stereo unspecified)	5	-3	-12%	5.0%	0.5%	0%	i	0.9	1.1	0%	2%
Cc1nc2ccccn2c1C(=O)N/N=C/c1ccccc1Cl	.	.	-2%	3.1%	.	-3%	i	0.5	.	.	.
CC(SCc1cc(=O)n2c([nH]c3ccccc32)c1C#N)C(=O)O (stereo unspecified)	4	6	-9%	1.6%	-15%	10%	i	0.1	1.1	35%	2%
Cc1nc(N2CCC(C)CC2)c2c(C)c(C(=O)Nc3cccc(C(F)(F)F)c3)sc2n1	46	-19	0%	5.8%	-2.0%	-1%	i	0.2	1	8%	10%
Cc1cc2occ(CC(=O)NCc3cccs3)c2cc1C(C)C	-25	-2	-3%	4.1%	-11%	-3%	i	0.3	1	13%	6%
N=C(N)Sc1nc(N2CCCCC2)nc(N2CCCCC2)n1	-15	-13	9%	2.1%	-9.1%	-2%	.	.	1	.	.
CCn1c2ccc(C)cc2c2nnc(NN)nc21	2	-7	9%	17µM*	-4.9%	1%	i	1.1	0.9	9%	-17%
COc1cccc(CNC(=O)C2CCC(CNS(=O)(=O)c3cccc4nsnc34)CC2)c1 (stereo unspecified)	-9	-4	8%	1.6%	-2.8%	-5%	i	1.7	1.1	-6%	-1%
O=C(NCc1ccc2c(c1)OCO2)c1cc(-c2ccccc2Cl)on1	15	-23	16%	0.0%	-3.0%	3%	i	1.2	1	11%	10%
CNC(=O)c1cc(Cl)c(OC)c(OC)c1	-20	17	-6%	0.3%	0.2%	14%	i	0.6	1.2	-2%	13%
CC(=O)c1cccc(NC(=O)c2noc3c2CCc2ccccc2-3)c1	12	-17	-6%	-0.9%	-8.8%	12%	i	0.2	1.1	-6%	-16%
COc1ccc(NC(=O)CCn2c(=O)c3cccn3c3ccccc32)cc1	.	.	0%	3.3%	.	0%	i	0.6	.	.	.
Cn1c(=O)oc2cc(S(=O)(=O)NCc3ccc(F)cc3)ccc21	.	.	-8%	1.8%	.	9%	i	0.5	.	.	.
CC(C)c1nnc(NC(=O)Cn2nc(-c3ccc4c(c3)OCCO4)ccc2=O)s1	6	10	11%	-0.8%	-0.9%	3%	+	27*	1.1	-9%	-4%
CCOCCCNC(=O)N[C@@H](C)C(=O)OC	-8	5	-10%	1.8%	1.7%	3%	i	3.7	1.1	-2%	-10%
CCOCC(=O)Nc1nnc(COC)s1	4	-14	-2%	0.8%	-5.8%	1%	i	1.0	1	-3%	-2%
OC(CC#CCN1CCCCC1)(c1ccccc1)c1ccccc1	.	.	-2%	-0.6%	.	4%	i	0.7	.	.	.

A different layout for some results above.
SMILES,WT yeast gro inh,WT yeast gro inh mutant strain,PhoP inhibition,RSV antiviral HEp-2,XIAP displacement,SIAH1 antagonists,Myeloid diff 2,Myeloid diff 2 GFP+ MAC1+ %,TNAP activators,PMI inhibition,PMI inhibitors
Cc1cc2occ(CC(=O)NCc3cccs3)c2cc1C(C)C,-25,-2,-3%,4.1%,-11%,-3%,i,0.3,1,13%,6%
N=C(N)Sc1nc(N2CCCCC2)nc(N2CCCCC2)n1,-15,-13,9%,2.1%,-9.1%,-2%,.,.,1,.,.
CCn1c2ccc(C)cc2c2nnc(NN)nc21,2,-7,9%,17µM*,-4.9%,1%,i,1.1,0.9,9%,-17%
COc1cccc(CNC(=O)C2CCC(CNS(=O)(=O)c3cccc4nsnc34)CC2)c1 (stereo unspecified),-9,-4,8%,1.6%,-2.8%,-5%,i,1.7,1.1,-6%,-1%
O=C(NCc1ccc2c(c1)OCO2)c1cc(-c2ccccc2Cl)on1,15,-23,16%,0.0%,-3.0%,3%,i,1.2,1,11%,10%
CNC(=O)c1cc(Cl)c(OC)c(OC)c1,-20,17,-6%,0.3%,0.2%,14%,i,0.6,1.2,-2%,13%
CC(=O)c1cccc(NC(=O)c2noc3c2CCc2ccccc2-3)c1,12,-17,-6%,-0.9%,-8.8%,12%,i,0.2,1.1,-6%,-16%
COc1ccc(NC(=O)CCn2c(=O)c3cccn3c3ccccc32)cc1,.,.,0%,3.3%,.,0%,i,0.6,.,.,.
Cn1c(=O)oc2cc(S(=O)(=O)NCc3ccc(F)cc3)ccc21,.,.,-8%,1.8%,.,9%,i,0.5,.,.,.
CC(C)c1nnc(NC(=O)Cn2nc(-c3ccc4c(c3)OCCO4)ccc2=O)s1,6,10,11%,-0.8%,-0.9%,3%,+,27*,1.1,-9%,-4%
CCOCCCNC(=O)N[C@@H](C)C(=O)OC,-8,5,-10%,1.8%,1.7%,3%,i,3.7,1.1,-2%,-10%
CCOCC(=O)Nc1nnc(COC)s1,4,-14,-2%,0.8%,-5.8%,1%,i,1.0,1,-3%,-2%
OC(CC#CCN1CCCCC1)(c1ccccc1)c1ccccc1,.,.,-2%,-0.6%,.,4%,i,0.7,.,.,.
